# LRH-1 inv ag: NR5A2 inverse agonism in reporter assay. HEK293T StAR-luciferase reporter, LRH-1 transfected, 24 h. inhibition, % at 3.6 µM. actives 0.13% (n = 360,000);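 active = inhibition above the mean inhibition of all tested compounds plus 3 SD, cut at about 73% in these data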;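 note: 0% = DMSO wells and 100% = reporter-only cells lacking LRH-1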
# SRC3 inh: inhibits human SRC3 coactivator; HEK293 GAL4-SRC3 luciferase reporter, luminescence; inhibition, % at 3.6 µM; actives 0.17% (n = 360,000); AID 588352;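 active = inhibition above a per-campaign cutoff, the mean of all compounds plus 3 SD, cut at about 60% in these data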;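 note: 0% = DMSO-treated cells and 100% = gossypol-treated cells at 36 µM; higher means less SRC3-driven luciferase light from the GAL4 reporter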
# LMP1 NFkB inh: Epstein-Barr LMP1 NF-kappaB reporter inhibition; inhibition, % at 12.5 µM; actives 0.69% (n = 350,000); AID 504558; LMP1-induced NF-kappaB luciferase reporter cells, luminescence; in the data active = inhibition above about 41%;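 note: 0% = neutral control wells and 100% = reference inhibitor control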
# COUP-TFII inh: NR2F2 (human) inhibition, primary screen. actives 0.7% (n = 370,000). HEK293T NGFI-A luciferase reporter, luminescence. inhibition, % at 8.6 µM. AID 686940;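 active = inhibition above a per-plate cutoff, mean inhibition of test wells between control levels plus 3 SD, cut at about 38% in these data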;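 note: cells cotransfected with COUP-TFII expression vector driving the NGFI-A reporter; 0% = median of COUP-TF2 test wells and 100% = reporter-only cells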
# TWEAK Fn14 block: TWEAK-Fn14 signaling inhibition; TWEAK-stimulated Fn14 reporter cells, luciferase luminescence, 8 h; inhibition, % at 10 µM; actives 2% (n = 360,000); in the data active = inhibition above about 50%
# SRC2 inh: inhibits human steroid receptor coactivator 2; HEK293 GAL4-SRC2 luciferase reporter, luminescence; inhibition, % at 9 µM; actives 0.17% (n = 370,000); Q15596;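 active = inhibition above the mean inhibition of all tested compounds plus 3 SD, set per campaign, cut at about 52% in these data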;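 note: 0% = DMSO treated cells and 100% = cells given Gossypol at 36 µM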
# Target sequence (Q15596 whole entry, looked up, the tested form may be a part): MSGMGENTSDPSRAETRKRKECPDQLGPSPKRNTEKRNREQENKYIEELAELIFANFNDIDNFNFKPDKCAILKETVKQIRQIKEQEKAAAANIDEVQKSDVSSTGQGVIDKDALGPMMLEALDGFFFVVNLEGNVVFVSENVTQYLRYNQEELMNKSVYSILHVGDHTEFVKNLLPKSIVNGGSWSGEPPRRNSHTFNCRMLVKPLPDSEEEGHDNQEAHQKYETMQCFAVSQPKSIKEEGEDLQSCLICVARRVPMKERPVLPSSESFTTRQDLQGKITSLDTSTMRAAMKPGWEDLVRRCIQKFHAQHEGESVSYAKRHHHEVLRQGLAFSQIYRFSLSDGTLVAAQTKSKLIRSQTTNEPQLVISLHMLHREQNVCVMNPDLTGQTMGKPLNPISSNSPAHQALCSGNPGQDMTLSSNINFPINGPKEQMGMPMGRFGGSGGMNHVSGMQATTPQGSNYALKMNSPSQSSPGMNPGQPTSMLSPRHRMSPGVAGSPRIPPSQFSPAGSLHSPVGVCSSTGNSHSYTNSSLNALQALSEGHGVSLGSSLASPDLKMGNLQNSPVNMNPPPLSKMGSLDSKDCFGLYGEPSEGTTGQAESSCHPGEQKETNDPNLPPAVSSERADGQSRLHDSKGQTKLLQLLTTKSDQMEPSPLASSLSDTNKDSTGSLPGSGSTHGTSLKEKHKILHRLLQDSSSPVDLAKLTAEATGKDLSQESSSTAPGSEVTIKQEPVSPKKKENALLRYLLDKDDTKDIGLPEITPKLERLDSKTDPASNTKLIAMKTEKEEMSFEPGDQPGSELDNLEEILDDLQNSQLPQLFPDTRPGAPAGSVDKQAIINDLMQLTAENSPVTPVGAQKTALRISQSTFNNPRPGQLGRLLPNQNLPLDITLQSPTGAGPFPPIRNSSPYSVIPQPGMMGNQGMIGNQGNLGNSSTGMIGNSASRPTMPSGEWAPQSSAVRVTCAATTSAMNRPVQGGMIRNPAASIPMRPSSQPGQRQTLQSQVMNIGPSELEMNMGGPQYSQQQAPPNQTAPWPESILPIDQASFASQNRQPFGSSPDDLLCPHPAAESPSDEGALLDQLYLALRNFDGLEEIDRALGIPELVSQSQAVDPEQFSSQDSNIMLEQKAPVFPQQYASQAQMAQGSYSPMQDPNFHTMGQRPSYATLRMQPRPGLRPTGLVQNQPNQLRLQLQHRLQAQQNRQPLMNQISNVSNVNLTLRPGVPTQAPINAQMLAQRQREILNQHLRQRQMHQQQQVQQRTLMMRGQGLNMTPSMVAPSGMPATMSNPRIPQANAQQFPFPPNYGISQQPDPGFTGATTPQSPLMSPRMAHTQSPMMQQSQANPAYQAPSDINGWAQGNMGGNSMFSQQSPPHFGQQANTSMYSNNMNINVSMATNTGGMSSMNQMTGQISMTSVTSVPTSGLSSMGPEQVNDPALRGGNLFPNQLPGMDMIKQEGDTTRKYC
# TRAIL sens C8: sensitizes caspase-8 expressing cells to TRAIL; actives 1% (n = 360,000); inhibition (viability loss, TRAIL sensitization), % at 10 µM; NB7+C8 cells + TRAIL, ATPlite viability luminescence;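 active = compounds causing at least 50% loss of cell viability in the single-dose screen, relative to plate controls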
# TROY NFkB inh: TROY signaling inhibition. Q293 LMP1-TROYcd NF-kB luciferase reporter, 4 h. inhibition, % at 10 µM. actives 0.98% (n = 360,000);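 active = compounds whose plate-normalised and pattern-corrected inhibition of the luciferase reporter signal at the single screening dose is 50% or more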
# TLR9-MyD88 block: TLR9-MyD88 interaction inhibition; Q9NR96+Q99836; CHO BLA complementation TLR9-MyD88, CCF4 FRET ratio; inhibition, % at 4.98 µM; actives 0.21% (n = 340,000); AID 504734;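 active = inhibition above the mean over all tested compounds plus 3 SD, cut at about 21% in these data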;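 note: 0% = DMSO only wells and 100% = clavulanate BLA inhibitor control wells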
# NOD2 RIPK2 PPI: blocks binding of human NOD2 to RIPK2 | O43353 | CHO BLA complementation NOD2-RIPK2, CCF4 ratio | inhibition, % at 4.98 µM | actives 0.38% (n = 360,000) | AID 624267; in the data active = inhibition above about 21%;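 note: 0% = vehicle only and 100% = reference blocker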
# SRC1 inh: inhibitors of human steroid receptor coactivator 1 (SRC1) | HEK293 GAL4-SRC1 luciferase reporter, luminescence | inhibition, % at 3.6 µM | actives 0.12% (n = 360,000) | AID 588354;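 active = inhibition above the campaign mean plus 3 SD, with each screening campaign given its own cutoff, cut at about 60% in these data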;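 note: 0% = DMSO treated cells and 100% = gossypol at 36 µM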
# The depositor's hits bear a star; nt = no result given. Some of the compounds tested. The share of hits here may be higher or lower than overall.
1) CN(C(=S)NC(=O)/C=C/c1ccc(F)cc1)C1CCCCC1
2) CC1(C)CC(=O)C=C(c2cccc(CO)c2)C1
3) Cc1cc(C(=O)N/N=C/c2ccc(C)s2)n[nH]1
4) O=C(C[C@H]1C/C=C\CC[C@@H](Cc2ccc(F)cc2)C(=O)O[C@@H](c2ccccc2)CNC1=O)N[C@H](CO)Cc1ccccc1
5) O=C(Nc1nccs1)c1cc(N2CCOCC2)nc2ccccc12
6) Cc1ccc(-c2nc(NCc3ccco3)c3ccccc3n2)cc1
7) Cc1c(NC(=O)c2ccc(NS(=O)(=O)c3ccccc3)cc2)c(=O)n(-c2ccccc2)n1C
8) Cc1cc(=O)[nH]c(SCC(=O)/C=C2\N(C)c3ccccc3C2(C)C)n1
9) COc1ccc(NS(=O)(=O)c2cccc3nsnc23)cc1OC
10) COc1ccc(CCNC(=O)Cn2cnc3c(cnn3-c3ccccc3Cl)c2=O)cc1OC

Assay by compound	1	2	3	4	5	6	7	8	9	10
LRH-1 inv ag	-11	29	-39	15	16	-23	-2	3	30	22
SRC3 inh	21	9	-43	5	-1	-35	14	17	16	10
LMP1 NFkB inh	1	3	-15	-3	-2	-14	-25	16	3	-4
COUP-TFII inh	-11	15	-44	2	8	-8	-11	42*	-19	-1
TWEAK Fn14 block	-26	12	4	10	23	-2	11	44	0	-5
SRC2 inh	-8	-14	-29	-16	-14	-29	-43	27	12	-10
TRAIL sens C8	16	-5	-7	2	6	8	-10	18	2	-30
TROY NFkB inh	-21	-19	-32	4	13	-63	8	19	0	-2
TLR9-MyD88 block	5	0	-13	-2	-3	8	-3	-19	-3	-9
NOD2 RIPK2 PPI	-10	-4	1	-9	1	-13	0	-7	-8	2
SRC1 inh	-10	-4	-127	2	-24	-23	-13	1	-4	-8

11) Cc1ccccc1-c1noc(C23CC4CC(CC(C4)C2)C3)n1
12) O=C(c1ccco1)N1CCN(C(=O)C2CCCO2)CC1 (stereo unspecified)
13) CCOC(=O)c1cc2c(c(-c3cccc(C#Cc4ccc(OC)c(OC)c4)c3)n1)[C@@H](CCO)N(S(=O)C(C)(C)C)C2 (stereo partly specified)
14) CC(=O)Nc1cccc2c1C(=O)N(c1cccc(C)c1)C2=O
15) O=[N+]([O-])c1cc(S(=O)(=O)Nc2ccc(Cl)cc2)ccc1N/N=C/c1ccncc1
16) CN(Cc1cccc(F)c1)CC(O)COCc1ccccc1Cl (stereo unspecified)
17) CC(C)CCNC(=O)C1CCCCN1S(=O)(=O)c1ccc(F)cc1 (stereo unspecified)
18) CC(=NCc1ccccc1)c1ccccc1O
19) Cc1cc(-c2cc(-c3ccccc3)on2)nc(NCC2CC2)n1
20) CC1CC(C)CN(CCC(=O)Nc2cccc(Cl)c2)C1 (stereo unspecified)

Assay by compound	11	12	13	14	15	16	17	18	19	20
LRH-1 inv ag	-1	-15	-30	9	-24	-29	4	-9	16	10
SRC3 inh	-18	5	-17	-6	-7	15	-5	-14	-15	-25
LMP1 NFkB inh	-4	-7	nt	-11	-29	1	-6	6	-8	1
COUP-TFII inh	-8	10	-12	4	-16	-8	-15	2	-30	5
TWEAK Fn14 block	-19	12	-34	5	-100	2	10	-4	-3	6
SRC2 inh	10	-25	8	0	10	-9	-3	-15	-24	-4
TRAIL sens C8	-2	4	-22	-2	10	-3	-2	10	2	1
TROY NFkB inh	-18	-3	9	15	30	-4	5	4	-29	5
TLR9-MyD88 block	9	2	nt	2	7	-5	-16	-4	7	1
NOD2 RIPK2 PPI	-7	-10	-6	5	4	0	-7	8	1	-4
SRC1 inh	-20	6	-8	-23	-8	-28	9	9	-6	-2

21) O=C(Nc1ccccc1O)c1ccccc1O
22) OC(CNCc1ccc2c(c1)OCO2)COc1ccc(F)cc1 (stereo unspecified)
23) Cc1ccc(S(=O)(=O)N(CC(=O)Nc2ccccc2)C(=O)N2CCN(C)CC2)cc1
24) COC(=O)c1c(C)[nH]c(C(=O)/C=C/c2ccc(Cl)cc2)c1C
25) Cc1nn(Cc2ccccc2)c(C)c1NC(=O)CCC(=O)O
26) COc1ccc(CNC(=O)COC(=O)C2CC2C)cc1OC (stereo unspecified)
27) Cc1[nH]c2ccccc2c1/C=C/C(=O)c1ccccc1
28) Cc1cc(C)c2nc(SCC(=O)NNC(=O)c3ccco3)c(C)cc2c1
29) COc1cc(C(=O)N/N=C(\C)Cn2nc([N+](=O)[O-])cc2C)ccc1O
30) Cc1cccc(C)c1NC(=O)CN(C)CC(=O)c1c(N)n(Cc2ccccc2)c(=O)n(C)c1=O

Assay by compound	21	22	23	24	25	26	27	28	29	30
LRH-1 inv ag	-2	10	2	-2	4	-29	-30	0	-4	10
SRC3 inh	-17	18	-7	3	8	9	-18	9	1	10
LMP1 NFkB inh	-8	22	3	6	-8	13	-7	3	0	11
COUP-TFII inh	2	-8	-22	-2	8	19	-28	17	14	24
TWEAK Fn14 block	-8	4	-5	-24	-3	-2	-7	-13	7	-12
SRC2 inh	-16	-16	-7	-58	7	4	-44	14	-11	-25
TRAIL sens C8	29	-6	-3	26	-4	-4	0	1	-4	-1
TROY NFkB inh	0	1	4	-12	-26	13	-82	-10	9	10
TLR9-MyD88 block	-2	-6	1	8	7	3	40*	1	6	1
NOD2 RIPK2 PPI	-72	-5	-8	7	-9	-1	44*	1	-6	0
SRC1 inh	-47	9	-3	-29	14	-22	-56	-4	-1	-9

# Compound profiles (already shown). Order of screens: LRH-1 inv ag	SRC3 inh	LMP1 NFkB inh	COUP-TFII inh	TWEAK Fn14 block	SRC2 inh	TRAIL sens C8	TROY NFkB inh	TLR9-MyD88 block	NOD2 RIPK2 PPI	SRC1 inh
# Cc1nn(Cc2ccccc2)c(C)c1NC(=O)CCC(=O)O reads 4	8	-8	8	-3	7	-4	-26	7	-9	14
# Cc1cc(C)c2nc(SCC(=O)NNC(=O)c3ccco3)c(C)cc2c1 reads 0	9	3	17	-13	14	1	-10	1	1	-4

# Compounds above with an NH in an aromatic ring, in the order listed:
3) Cc1cc(C(=O)N/N=C/c2ccc(C)s2)n[nH]1
8) Cc1cc(=O)[nH]c(SCC(=O)/C=C2\N(C)c3ccccc3C2(C)C)n1
24) COC(=O)c1c(C)[nH]c(C(=O)/C=C/c2ccc(Cl)cc2)c1C
27) Cc1[nH]c2ccccc2c1/C=C/C(=O)c1ccccc1

Assay by compound	3	8	24	27
LRH-1 inv ag	-39	3	-2	-30
SRC3 inh	-43	17	3	-18
LMP1 NFkB inh	-15	16	6	-7
COUP-TFII inh	-44	42*	-2	-28
TWEAK Fn14 block	4	44	-24	-7
SRC2 inh	-29	27	-58	-44
TRAIL sens C8	-7	18	26	0
TROY NFkB inh	-32	19	-12	-82
TLR9-MyD88 block	-13	-19	8	40*
NOD2 RIPK2 PPI	1	-7	7	44*
SRC1 inh	-127	1	-29	-56

# Next section.
31) CCN(CC)S(=O)(=O)c1ccc(Cl)c(NC(=O)COC(=O)c2cccn2C)c1
32) COC(=O)c1sccc1S(=O)(=O)Nc1ccc(C)cc1
33) CC1CC(NC(=O)/C=C/C(=O)O)CC(C)(C)C1 (stereo unspecified)
34) CN(C)CCCNC(=S)N(Cc1cccs1)Cc1cc2cc3c(cc2[nH]c1=O)OCCO3
35) CCCNC(=O)C1(C)CCCN(C(=O)c2cccc(OC(F)(F)F)c2)C1 (stereo unspecified)
36) NC(=S)C(c1ccccc1)c1ncc(C(F)(F)F)cc1Cl (stereo unspecified)
37) O=C(c1ccco1)N1CCN(C(=O)c2nn3cccnc3c2Cl)CC1
38) N#CC1(Nc2cccc(Cl)c2)CCCC1
39) CCn1c(SCC(=O)n2nc(C)cc2C)nnc1-c1ccc2c(c1)OCO2
40) COc1cccc(CNC(=O)C2CCN(S(=O)(=O)N3CCC(C)CC3)CC2)c1

Assay by compound	31	32	33	34	35	36	37	38	39	40
LRH-1 inv ag	-16	-11	2	4	16	-26	18	7	10	-10
SRC3 inh	13	4	18	7	3	2	-5	6	-7	-14
LMP1 NFkB inh	7	3	2	-47	nt	10	-1	-9	-8	-3
COUP-TFII inh	38*	-15	-9	-10	-3	8	-5	-15	18	3
TWEAK Fn14 block	26	8	0	-15	-12	0	11	-14	-1	-6
SRC2 inh	-5	-8	9	-17	-30	-5	-4	7	-19	4
TRAIL sens C8	26	6	17	-9	2	-3	12	-13	-9	-19
TROY NFkB inh	19	0	7	-7	8	-13	4	6	2	7
TLR9-MyD88 block	-5	-7	-4	8	nt	-7	-6	-4	-10	-6
NOD2 RIPK2 PPI	-6	-14	-1	-3	-2	5	-16	2	-10	6
SRC1 inh	-26	8	-28	2	3	-5	5	2	-7	12

41) O=C(CSc1nncc2ccccc12)Nc1ccc(F)cc1
42) Cc1cc(Br)ccc1NC(=O)c1sc2ncn(CC(=O)N3CCN(c4ccccn4)CC3)c(=O)c2c1C
43) COc1ccc(Nc2nc(N)nc(CN3CCN(c4ccccn4)CC3)n2)cc1
44) O=C(c1cc(S(=O)(=O)N2CCOCC2)ccc1F)N1CCc2ccccc21
45) CC1(C)CC(=O)C=C(c2ccc3[nH]ccc3c2)C1
46) COc1ccc(Cl)cc1NC(=O)CN(C)C(=O)c1cc2c(F)cccc2s1
47) COc1ccc(-n2nc(C(=O)NCC(=O)NCCCN3CCOCC3)c3ccccc3c2=O)cc1OC
48) Cc1ccc(NS(=O)(=O)c2ccccc2)c2c1CC(C)(C)O2
49) CC[N+]1(C)CCC(O)(/C=C/c2ccccc2)C(C(=O)/C=C/c2ccccc2)C1 (stereo unspecified)
50) O=C(CCCN=C1NS(=O)(=O)c2ccccc21)OCc1ccc(F)cc1

Assay by compound	41	42	43	44	45	46	47	48	49	50
LRH-1 inv ag	12	1	-19	10	19	-12	1	-8	-33	12
SRC3 inh	16	-13	15	5	-51	-13	0	22	-32	19
LMP1 NFkB inh	0	8	-2	-11	-7	-12	1	-5	-3	2
COUP-TFII inh	-1	-2	7	17	-18	-6	-4	-4	6	-12
TWEAK Fn14 block	1	9	-2	0	-13	22	-3	3	65*	-1
SRC2 inh	17	-12	-9	14	-22	3	-7	0	1	15
TRAIL sens C8	6	5	9	-2	4	16	-11	-1	18	-16
TROY NFkB inh	3	8	-30	7	-45	25	-7	-3	12	-4
TLR9-MyD88 block	3	12	10	-8	-4	-18	-8	1	5	6
NOD2 RIPK2 PPI	6	-4	2	-12	-10	-5	3	1	2	-3
SRC1 inh	1	14	-19	-12	-33	2	3	-17	-29	5

51) O=C(COC(=O)c1ccco1)NCc1ccccc1Cl
52) COc1ccc(N2CCN(c3c(S(=O)(=O)c4ccccc4)cnc4ccc(OC)cc34)CC2)cc1
53) CCCSc1ccc([C@H]2N[C@@](C)(C(=O)OC)[C@H]3C(=O)N(CC)C(=O)[C@@H]23)cc1
54) COc1ccc(NS(=O)(=O)c2cc(NC(=O)c3ccc(F)cc3)ccc2OC)cc1
55) O=C1CN(c2ccc(Cl)cc2)C(=O)CN1NC(=S)Nc1ccc(Cl)cc1

Assay by compound	51	52	53	54	55
LRH-1 inv ag	17	26	-6	7	-1
SRC3 inh	6	-9	17	7	15
LMP1 NFkB inh	3	11	2	-5	1
COUP-TFII inh	16	6	10	13	6
TWEAK Fn14 block	-5	9	7	23	-9
SRC2 inh	-3	24	-2	24	8
TRAIL sens C8	0	-2	-5	-4	-9
TROY NFkB inh	-40	22	7	10	-2
TLR9-MyD88 block	-5	-5	-9	6	-5
NOD2 RIPK2 PPI	-5	-9	-2	8	-15
SRC1 inh	0	-27	7	-13	13
